KCNK3 block: human KCNK3 channel inhibition, primary screen; CHO-KCNK3 thallium flux, FluxOR fluorescence; hits give low values; B-score at 10 µM; 340,000 compounds, 0.84% hits;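 active means B-score under library mean minus 4 SD, starting fluorescence ratio at most library mean plus 5 SD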;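 further: more negative B-score means stronger inhibition of thallium flux through KCNK3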
RGS4 act: RGS4 potentiation or activation | HEK293 M3R/inducible RGS4, carbachol calcium flux Fluo4; hits give low values | B-score at 10 µM | 310,000 compounds, 0.92% hits;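 active means B-score of the integrated calcium signal more than 4 SD below the library mean, with starting fluorescence not abnormally high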;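 further: negative B-score means reduced calcium response which marks RGS4 activation or potentiation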
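Assay system: HEK293 FlpIn-TREx cells, stable M3R, doxycycline-inducible RGS4 / Probe or stimulus: carbachol, ECmax concentration / Times: overnight RGS4 induction, 30 min dye load 37 °C, 20 min compound RT / Signal: kinetic calcium fluorescence imaging with Fluo4-AM dye, 2 µM / Measure: Agonist-evoked peak-minus-minimum fluorescence over baseline, integrated ratio, B score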
KCNK9 inh: inhibitors of human KCNK9 two-pore domain potassium channel; HEK293 KCNK9, FluxOR thallium flux fluorescence; hits give low values; B-score at 10 µM; 310,000 compounds, 1.2% hits;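 active means ratio B-score over 3 SD below the library mean, with starting fluorescence within 5 SD of its mean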;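 further: negative B-score means less thallium flux so channel inhibition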
GSK3A inh: blocks human GSK-3 alpha kinase; ADP-Glo luminescence, 60 min; inhibition, % at 10 µM; 320,000 compounds, 0.1% hits; P49840;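 in the data active means inhibition above about 50%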;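 further: GST-tagged GSK-3 alpha with peptide substrate and 25 µM ATP; 0% = DMSO neutral wells and 100% = GW8510 positive control wells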
GSK3beta inhib: inhibitors of human GSK3beta kinase; P49841; GST-GSK3beta kinase, ADP-Glo luminescence, 60 min; hits give low values; activity score (negative = inhibition), % at 10 µM; 300,000 compounds, 0.038% hits; AID 2097;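 active means more than half of replicate wells score below -50%, meaning over 50% inhibition versus plate controls; inconclusive means some replicates but at most half score below -50%; inactive means no replicate scores below -50%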;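 further: 0% = median DMSO wells and -100% = median GW8510 positive control wells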
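Test system – GST-tagged human GSK3beta kinase, cell-free · Incubation – 60 min enzyme reaction, room temperature · Signal – ADP-Glo luminescence · Also added – peptide substrate and ATP at 25 µM · Controls – DMSO neutral wells and GW8510 at 20 µM as positive · Buffer or medium – Tris/MgCl2 kinase buffer · Measure – Luminescence-derived activity versus plate DMSO and GW8510 wells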
PolyA inh: yeast polyadenylation inhibition | S. cerevisiae SKY197-pL101 polyadenylation reporter, beta-gal luminescence; efflux-impaired pdr1/pdr3 knockout yeast; score 100 = 6 SD above DMSO | 300,000 compounds, 0.02% hits | calls only at 12 µM;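 active means lowest replicate activity score at least 50, where 100 means six control SD above control mean; inconclusive means lowest score under 50 but half or more replicates reach 50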;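 further: yeast exposed to compound for 9 h at 30 °C; higher score means more reporter readthrough which indicates perturbed polyadenylation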
HDAC3 inh: blocks human histone deacetylase 3; 320,000 compounds, 0.15% hits; inhibition, % at 8.3 µM; AID 2718; recombinant HDAC3, fluorogenic peptide/trypsin coupled, fluorescence; O15379; in the data active means inhibition above about 26%, passing the limit was not always enough; inconclusive means no clear call, values can overlap the other calls
KCNQ1 block: human KCNQ1 channel inhibition. 310,000 compounds, 1.3% hits. CHO-K1 KCNQ1, FluxOR thallium flux fluorescence; hits give high values. B-score at 10 µM. P51787;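 active means compounds whose thallium flux B-score, printed positive for inhibition, exceeds three library SD while starting fluorescence stays within three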;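 further: channel opened by potassium depolarization with thallium stimulus after 20 min compound exposure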
hERG protect: shields human hERG channel from block by proarrhythmic agents | Q12809 | CHO-hERG, FluxOR thallium flux, dofetilide IC70 present | activation (rescue from dofetilide block), less the hit threshold, % at 10 µM | 310,000 compounds, 0.51% hits;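 active means activation above the mean of controls blocked by dofetilide plus 5 SD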;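 further: thallium influx through hERG after potassium depolarization seen as dye fluorescence rise; in these data hits start at about 4.7%; inactives centre near -7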
Target sequence (Q12809 whole entry, looked up): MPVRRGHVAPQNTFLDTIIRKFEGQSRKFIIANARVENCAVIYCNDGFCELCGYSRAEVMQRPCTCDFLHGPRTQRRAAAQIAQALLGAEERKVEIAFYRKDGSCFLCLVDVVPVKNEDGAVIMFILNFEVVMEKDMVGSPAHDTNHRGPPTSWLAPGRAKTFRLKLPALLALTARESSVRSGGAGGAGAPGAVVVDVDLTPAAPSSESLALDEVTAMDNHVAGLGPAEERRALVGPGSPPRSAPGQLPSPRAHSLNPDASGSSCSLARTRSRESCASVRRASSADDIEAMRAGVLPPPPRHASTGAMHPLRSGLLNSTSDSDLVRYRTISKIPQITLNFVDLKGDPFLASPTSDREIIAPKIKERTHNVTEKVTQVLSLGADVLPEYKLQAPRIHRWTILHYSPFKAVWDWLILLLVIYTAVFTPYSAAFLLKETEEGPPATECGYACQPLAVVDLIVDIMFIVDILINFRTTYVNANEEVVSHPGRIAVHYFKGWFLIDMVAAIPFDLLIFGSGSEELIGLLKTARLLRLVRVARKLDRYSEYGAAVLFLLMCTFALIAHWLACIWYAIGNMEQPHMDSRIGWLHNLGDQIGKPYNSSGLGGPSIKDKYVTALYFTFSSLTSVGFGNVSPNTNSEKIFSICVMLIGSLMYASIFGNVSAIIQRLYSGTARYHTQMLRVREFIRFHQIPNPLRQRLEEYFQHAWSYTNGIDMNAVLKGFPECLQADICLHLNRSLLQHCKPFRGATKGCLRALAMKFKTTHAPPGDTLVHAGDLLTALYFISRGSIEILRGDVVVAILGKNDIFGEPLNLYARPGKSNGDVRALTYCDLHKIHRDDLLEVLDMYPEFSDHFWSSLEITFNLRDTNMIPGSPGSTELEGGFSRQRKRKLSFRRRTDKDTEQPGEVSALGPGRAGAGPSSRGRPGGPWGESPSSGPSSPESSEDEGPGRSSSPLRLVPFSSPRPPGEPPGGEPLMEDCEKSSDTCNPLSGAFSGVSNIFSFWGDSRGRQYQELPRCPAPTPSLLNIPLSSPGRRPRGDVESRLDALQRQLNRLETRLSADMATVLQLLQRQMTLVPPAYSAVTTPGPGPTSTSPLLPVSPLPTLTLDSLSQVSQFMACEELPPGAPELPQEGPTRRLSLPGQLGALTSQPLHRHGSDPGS
KCNQ1 pot: potentiators or activators of human KCNQ1 potassium channel | P51787 | CHO-K1 KCNQ1, thallium flux FluxOR fluorescence; hits give high values | B-score at 10 µM | 310,000 compounds, 0.35% hits;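 active means fluorescence ratio B-score, a plate-corrected score, at least three library SD, with initial intensity B-score within 5 SD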
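assay system = KCNQ1-transfected CHO-K1 cells | medium = assay buffer with matched DMSO | probe or stimulus = depolarizing K+/Tl+ stimulus, K2SO4 and Tl2SO4 each 12.5 mM in 5x stock | dosing = single dose | incubation = dye 90 min, compound 20 min, room temperature | detection = kinetic FluxOR fluorescence, 10 s baseline plus 110 s post-stimulus | evaluation = ratio B score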
DYRK1A inh: inhibitors of rat Dyrk1A kinase; ADP-Glo luminescence, NFATc1 peptide; Q63470; 310,000 compounds, 0.43% hits; AID 504441; inhibition, % at 12.5 µM; in the data active means inhibition above about 50%;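 further: plate controls were vehicle with enzyme for no effect and no enzyme for full effect; many of its hits are not listed in these tables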
The depositor's hits bear a star; i = inactive; u = inconclusive; x = not tested or not shown. An excerpt; the hit share may differ from the screen's.

compound,KCNK3 block,RGS4 act,KCNK9 inh,GSK3A inh,GSK3beta inhib,PolyA inh,HDAC3 inh,KCNQ1 block,hERG protect,KCNQ1 pot,DYRK1A inh
CN(c1cccc(NS(=O)(=O)c2ccccc2)c1)S(C)(=O)=O,i,i,i,0,-2,i,0,i,-10,i,-6
COc1ccc(CN2CC(C(=O)NCCC(C)C)CC2=O)cc1 (stereo unspecified),i,i,i,-5,4,i,0,i,-9,i,-2
O=C(N/C(=C/c1ccco1)C(=O)N1CCCC1)c1cccs1,i,i,i,-1,0,i,-5,i,-7,i,-3
COC(=O)CSc1nnc(NC(=O)C2CC(=O)N(c3ccc(F)cc3)C2)s1 (stereo unspecified),i,i,i,1,2,i,3,i,-10,i,-8
CCCn1nnc(NC(=O)c2ccc(Br)o2)n1,i,i,i,0,1,i,11,i,-2,i,7
C=C(C)Cn1c(SCCN2CCOCC2)nc2c1c(=O)[nH]c(=O)n2C,i,i,i,-1,1,i,4,i,-10,i,-9
O=C(O)c1cc(Nc2cc(Cl)c3nonc3c2[N+](=O)[O-])ccc1O,i,i,i,6,3,i,2,i,-4,i,1
CCOC(=O)CSc1nnc(-c2ccc(OC)cc2)n1CC,i,i,i,-1,-2,i,7,i,-14,i,-3
CCOC(=O)Cc1c(C)nc(SC)[nH]c1=O,i,i,i,-3,-1,i,-6,i,-5,i,-9
Cc1ccc(CN2CCN(Cc3ccncc3)CC2CCO)o1 (stereo unspecified),i,i,i,-4,1,i,x,i,-11,i,-3
O=C(c1ccco1)N1CCN(Cc2cccc(F)c2)CC1,i,i,i,-1,2,i,0,i,-7,i,-2
CSc1nc(O)c(C(c2ccc(F)cc2)c2c(O)nc(SC)[nH]c2=O)c(=O)[nH]1,i,i,i,0,3,i,0,i,-7,i,x
Cn1c(=O)n(-c2ccc(Cl)cc2)c(=O)c2c3c(sc21)COC(C)(C)C3,i,i,i,-2,0,i,2,i,-5,i,-3
C/C(=N\Nc1nc2ccccc2s1)c1cccs1,i,i,i,0,2,i,-2,i,-3,i,27
COc1ccc(C(=O)O/N=C(\N)c2ccc(Cl)cc2)cc1,i,i,i,-3,-1,i,-6,i,-5,i,3

compound,KCNK3 block,RGS4 act,KCNK9 inh,GSK3A inh,GSK3beta inhib,PolyA inh,HDAC3 inh,KCNQ1 block,hERG protect,KCNQ1 pot,DYRK1A inh
Cc1ccc(S(=O)(=O)c2cnc(-c3ccccc3)nc2N2CCN(C)CC2)cc1,i,i,i,-1,-3,i,0,i,-9,i,x
CC(C)(C)c1ccc(C(=O)OCCN2CCCCC2)cc1,i,i,i,1,0,i,-1,i,-3,i,-3
CN1CCN(c2nc(-c3ccc(Cl)s3)cs2)CC1,i,i,i,0,3,i,8,i,-8,i,0
CCc1cc2c(N3CCCCC3)ncnc2s1,i,i,i,0,-2,i,2,i,-3,i,-4
COc1ccc2cc(C(C)C(=O)Nc3cccc(S(=O)(=O)N(C)C)c3)ccc2c1 (stereo unspecified),i,i,i,-2,2,i,2,i,-1,i,-1
COc1ccccc1NC(=O)N1CCN(C(=O)c2ccco2)CC1,i,i,i,-7,2,i,4,i,-11,i,-5
O=C(NCc1nnc(SCC(=O)N2CCCC2)o1)c1c(F)cccc1F,i,i,i,-1,3,i,-5,i,1,i,-6
Cc1ccc(-c2nnc3c(C(F)(F)F)nc4ccccc4n23)cc1,i,i,i,-4,2,x,u,i,-4,i,-18
COc1cc(F)ccc1S(=O)(=O)N1CCN(C23CC4CC(CC(C4)C2)C3)CC1,i,i,i,0,0,i,1,i,-6,i,0
CC12CCC(C(=O)NC3CCCC3)(CC1=O)C2(C)C (stereo unspecified),i,i,i,-1,1,i,4,i,-8,i,18
CC(=O)Nc1cccc(NC(=S)Nc2cccc(Cl)c2Cl)c1,i,i,i,-1,-2,i,-2,i,-9,i,0
Cc1ccc(C(=O)COC(=O)c2c(C)cc(=O)oc2C)cc1[N+](=O)[O-],i,i,i,-1,-2,i,0,i,-12,i,2
CCOc1ccc(NC(=O)CC2C(=O)N(CC)C(=S)N2NC(=O)c2ccncc2)cc1 (stereo unspecified),i,i,i,-3,-1,i,0,i,-4,i,x
CS(=O)(=O)Oc1ccc(Br)c2cccnc12,i,i,i,3,3,i,4,i,-6,i,15
CCCNC(=O)NC(=O)CSc1nncs1,i,i,i,-4,-3,i,-6,i,-8,i,5

compound,KCNK3 block,RGS4 act,KCNK9 inh,GSK3A inh,GSK3beta inhib,PolyA inh,HDAC3 inh,KCNQ1 block,hERG protect,KCNQ1 pot,DYRK1A inh
CCN(CC)c1cnn(C/C(=N\OC)c2ccc(Cl)cc2)c(=O)c1Br,i,i,i,-1,1,i,4,i,-10,i,6
COC(=O)c1cnc(Oc2ccc(NC(=O)NC(=O)c3c(OC)cccc3OC)cc2)cc1C(F)(F)F,i,i,i,0,5,x,4,i,-10,i,x
CCOC(=O)c1ccc(-c2c(-c3cc(OC)c(OC)c(OC)c3)noc2C)cc1F,i,i,i,0,0,i,5,i,-5,i,3
COc1ccc(OCCC(=O)OCC(=O)NC(=O)NC(C)C)cc1,i,i,i,0,2,i,9,i,-4,i,1
CCn1cc(S(=O)(=O)c2ccc(C)cc2)c(=O)c2cc(F)c(N3CCN(C)CC3)cc21,i,i,i,-1,1,i,-19,i,-1,i,x
Cc1cc(C)n(-c2ccc(C(=O)Nc3ccc4c(c3)OCCO4)cc2)n1,i,i,i,0,0,i,1,i,-10,i,-9
O=C(Nc1cc(=O)[nH]c(=O)[nH]1)c1cccc(C(F)(F)F)c1,i,i,i,1,5,i,1,i,-7,i,3
COc1ccc(OC)c(-c2csc3nnc(SCC(=O)Nc4ccc(NC(C)=O)cc4)n23)c1,i,i,i,0,-5,i,6,i,4,i,1
COC(=O)c1cc2c(s1)-c1ccccc1OC2,i,i,i,-3,2,i,x,i,-7,i,1
CCCCNC(=O)/C(=C/c1ccco1)NC(=O)c1ccco1,i,i,i,-1,4,i,-3,i,-8,i,-5
CCOCCCn1c(SCC(=O)Nc2oc(C)c3c(C)n[nH]c(=O)c23)nnc1-c1ccncc1,i,i,i,x,-1,x,x,i,-5,i,4
O=C(Oc1ccc(-c2ccccc2)cc1)C1C2CCCCC21 (stereo unspecified),i,i,i,-2,-9,i,3,i,-5,i,-8
Cc1ccc(N2CC(C(=O)Nc3ccc4c(c3)OCO4)CC2=O)cc1C (stereo unspecified),i,i,i,10,x,i,-2,i,-5,i,-8
Cc1ccc(Cn2nc(C)c(NC(=O)C3(C)CC3(Br)Br)c2C)cc1 (stereo unspecified),i,i,i,-2,3,i,-1,i,-6,i,2
COc1ccccc1C(=O)Nc1nnn(C)n1,i,i,i,1,0,i,16,i,-7,i,-2

compound,KCNK3 block,RGS4 act,KCNK9 inh,GSK3A inh,GSK3beta inhib,PolyA inh,HDAC3 inh,KCNQ1 block,hERG protect,KCNQ1 pot,DYRK1A inh
CN(C)S(=O)(=O)c1ccc(N2CCCC2)c(C(=O)Nc2ccccc2F)c1,i,i,i,-2,1,i,4,i,-16,i,-6
Cc1cc(Cl)ccc1C(=O)C1CCCN(C(=O)c2cnn(C(C)C)c2)C1 (stereo unspecified),i,i,i,-1,1,i,u,i,-5,i,-3
O=C(O)c1ccc(-n2nc(C(F)(F)F)cc2-c2cccs2)cc1,i,i,i,-2,-2,i,9,i,0,i,x
COc1ccc(-c2[nH]ncc2N=Nc2ccccc2)cc1,-9.2*,i,i,2,-8,i,0,i,-10,i,14
O=C(/C=C/c1ccccc1)NC(=S)NNC(=O)c1cccnc1,i,i,i,-1,1,i,u,i,-14,i,-7
CN(C)c1cccc(C(=O)NCc2ccc(Cl)cc2)c1,i,i,i,-1,-1,i,-5,i,-4,i,3
Cc1ncc([N+](=O)[O-])n1CC(=O)Nc1cccc(C(F)(F)F)c1,i,i,i,-2,-6,i,-1,i,-4,i,x
CCC(CC)c1nnc(NC(=O)c2nc3nc(C)cc(C)n3n2)s1,i,i,i,-3,-2,i,4,i,-11,i,-7
COc1ccc(NCc2nnc(SCC(=O)c3ccc(OC)cc3)o2)cc1,i,i,i,x,-2,i,41*,i,-10,i,-4
N=c1c2c(-c3ccccc3)c(-c3ccccc3)n(Cc3ccco3)c2ncn1CCO,i,i,i,3,-2,i,0,i,-15,i,-3
COc1ccc(NC(=O)COc2cccnc2[N+](=O)[O-])cc1OC,i,i,i,-1,1,i,10,i,-10,i,x
CCOC(=O)c1sc(Nc2nc3ccc(OC)cc3s2)cc1C,i,i,i,-1,1,x,-1,i,-4,i,-1
O=C(CN(C(=O)c1csnn1)c1cccc(Cl)c1)NCCc1ccccc1,i,i,i,-5,0,i,3,i,-9,i,-3
COc1ccc2[nH]c(=O)c(CNC3CCCCC3)cc2c1,i,i,i,1,2,i,1,i,-8,i,27
COc1ccc(CN2c3cc(S(=O)(=O)N4CCOCC4)ccc3N3CCCC32)cc1 (stereo unspecified),i,i,i,-4,0,i,7,i,-10,i,1

compound,KCNK3 block,RGS4 act,KCNK9 inh,GSK3A inh,GSK3beta inhib,PolyA inh,HDAC3 inh,KCNQ1 block,hERG protect,KCNQ1 pot,DYRK1A inh
Cc1ccc(-c2csc(-c3c[nH]c4ccccc34)n2)cc1,i,i,i,0,1,i,-3,i,-10,i,-1
CCN(C(=O)COC(=O)/C(=C/c1ccccc1)n1nnnc1C)C1CCCCC1,i,i,i,0,-1,i,6,i,-10,i,7
COc1cccc(/C=N/N2C(=O)NC3(CCCCC3)C2=O)c1O,i,i,i,2,0,i,5,i,-6,i,3
Clc1ccc(C(c2nnnn2C2CCCC2)N2CCN(Cc3ccncc3)CC2)cc1 (stereo unspecified),i,i,i,0,-1,i,-3,i,-12,i,2
NS(=O)(=O)c1ccc(CCNC(=O)CSc2nc3ccccc3c3nc(CCN4CCCCC4)nn23)cc1,i,i,i,-1,-1,i,-1,i,-10,i,-7
Cc1nc(C)c(C(=O)Nc2nc3c(C)cccc3s2)o1,i,i,i,0,x,i,7,i,-11,i,-3
Oc1ccccc1N=Nc1ccccc1O,i,i,i,x,2,i,x,13*,-12,i,-2
Cc1ccc(CSCC(=O)Nc2ccc3c(c2)OCO3)cc1,i,i,i,0,3,i,3,i,-14,i,4

Assay outcomes as filed in PubChem.
